PDI inh – blocks human protein disulfide isomerase activity. AID 588391. PDI insulin aggregation turbidity, A650, 90 min. inhibition, % at 10 µM. P07237. 350,000 compounds, 0.052% hits;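 active means mean inhibition across replicates of 30% or more, whatever share of single replicates reach that level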;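 further: absorbance from insulin aggregation driven by PDI reduction with DTT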
Target sequence (P07237 whole entry, looked up): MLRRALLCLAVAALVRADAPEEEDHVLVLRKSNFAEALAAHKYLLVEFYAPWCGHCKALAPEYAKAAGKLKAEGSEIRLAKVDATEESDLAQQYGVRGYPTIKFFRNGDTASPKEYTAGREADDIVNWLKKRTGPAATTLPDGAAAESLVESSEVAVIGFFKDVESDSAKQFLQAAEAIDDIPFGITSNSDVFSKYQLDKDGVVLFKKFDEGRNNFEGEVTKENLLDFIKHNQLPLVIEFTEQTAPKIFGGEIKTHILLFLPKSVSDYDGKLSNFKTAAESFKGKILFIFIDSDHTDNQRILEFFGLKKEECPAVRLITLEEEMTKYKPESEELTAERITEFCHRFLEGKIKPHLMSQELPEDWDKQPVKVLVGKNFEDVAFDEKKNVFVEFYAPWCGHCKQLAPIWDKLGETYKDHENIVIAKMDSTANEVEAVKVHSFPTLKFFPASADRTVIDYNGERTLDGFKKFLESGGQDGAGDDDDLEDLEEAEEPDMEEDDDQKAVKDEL
MC4R barr agon – human MC4R agonism via beta-arrestin; P32245; U2OS MC4R beta-arrestin complementation, luminescence; percent of melanotan II response, DMSO zero; activation, % at 8.9 µM; 360,000 compounds, 0.98% hits; AID 540308;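 active means activation above a per-plate cutoff, the mean activation of sample wells on that plate plus 3 SD, cut at about 8% in these data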
MC4R antag cAMP – antagonists of human melanocortin 4 receptor (MC4R); P32245; 360,000 compounds, 0.48% hits; inhibition, % at 6.5 µM; MC4R-expressing cells, MTII-stimulated cAMP, LANCE TR-FRET;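 active means inhibition above its plate's cutoff, the mean of tested wells on that plate plus 3 SD, cut at about 29% in these data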;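 further: 0% = Melanotan II alone and 100% = Melanotan II plus saturating MCL0020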
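Assay system: human MC4R-expressing U2OS cells; reagent: Melanotan II stimulation of cells; dosing: 6.5 µM single dose; timing: compound 30 min, challenge 1 h, detection 1 h; signal: TR-FRET cAMP assay; replicates: one well per compound, no replicates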
HTR2A ag – activates the mouse 5-HT2A serotonin receptor | P35363 | CHO-K1 mHTR2A beta-arrestin complementation, luminescence; percent of 30 µM serotonin response | activation, % at 7.6 µM | 360,000 compounds, 0.66% hits;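 active means activation above a run cutoff, the mean activation of all tested compounds plus 3 SD, cut at about 14% in these data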;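 further: 0% = plate median of compound wells and 100% = 30 µM serotonin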
Target sequence (P35363 whole entry, looked up): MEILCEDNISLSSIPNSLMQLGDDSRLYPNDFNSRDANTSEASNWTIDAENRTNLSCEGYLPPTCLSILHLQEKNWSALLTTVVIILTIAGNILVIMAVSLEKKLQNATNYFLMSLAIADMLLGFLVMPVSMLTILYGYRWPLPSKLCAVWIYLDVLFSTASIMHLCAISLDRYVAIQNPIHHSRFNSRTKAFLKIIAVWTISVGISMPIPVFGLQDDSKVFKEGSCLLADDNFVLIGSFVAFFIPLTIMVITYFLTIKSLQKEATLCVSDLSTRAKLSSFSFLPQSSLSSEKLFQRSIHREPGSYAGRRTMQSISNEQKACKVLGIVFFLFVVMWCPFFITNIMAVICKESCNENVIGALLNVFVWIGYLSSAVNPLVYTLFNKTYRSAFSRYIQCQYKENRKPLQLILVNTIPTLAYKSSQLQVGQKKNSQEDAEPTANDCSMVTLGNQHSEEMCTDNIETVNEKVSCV
Cardio protect – myocardial damage modulation in H9c2 cells. 360,000 compounds, 0.63% hits. H9c2 cardiomyocytes, H2O2 injury protection, ATPLite, 2 h. protection from H2O2 cell death, % at 20 µM;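 active means compounds giving at least 50% protection of heart cells from peroxide-induced death in the single-dose screen, raw or plate-pattern-corrected value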;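 further: 0% = DMSO wells with peroxide and 100% = DMSO wells without peroxide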
CaV13 FRET inh – Primary screen for inhibitors of IQ motif and Ca2+-dependent inactivation inhibitor domain binding in CACNA1D, Förster resonance energy transfer in living cells, …; 340,000 compounds, 0.098% hits; HEK cells, CFP/YFP FRET ICDI-IQ, plate reader, 10 min; percent FRET-ratio fall versus neutral wells; inhibition, % at 12.3 µM;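 active means mean replicate inhibition of at least 30% and at least 1% of replicates passing that level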;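 further: 0% = median of the neutral control wells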
Granule exo inh – blocks lytic granule exocytosis; TALL-104 LAMP-1 surface exposure, flow cytometry; cells stimulated with thapsigargin and PMA; inhibition, % at 10 µM; AID 651702; 360,000 compounds, 0.66% hits;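 active means inhibition above about 55%, limit read from the data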
ABHD5-PLIN5 inh – inhibitors of human ABHD5-perilipin-5 interaction; Split G. princeps luciferase complementation, luminescence, 4 h; inhibition, % at 4 µM; 360,000 compounds, 0.78% hits; AID 602281;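 active means inhibition above the mean inhibition across every tested compound plus 3 SD, cut at about 22% in these data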;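 further: 0% = DMSO only wells and the 100% control is not disclosed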
Glyco luc inh – N-linked glycosylation inhibition | D54 ERlucT glycosylation luciferase reporter, 24 h; percent of 100 nM tunicamycin response | reporter increase, % at 12.5 µM | 360,000 compounds, 0.23% hits;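 active means mean luciferase reporter signal, scaled so untreated is 0 and the glycosylation-blocking control 100, at or above a set limit in every replicate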;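 further: luciferase carries N-glycosylation sites so blocking glycosylation raises the light; 0% = median of neutral control wells and 100% = median of 100 nM tunicamycin wells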
ABCB6 inh MLPCN – inhibitors of human ABC transporter ABCB6 | Q9NP58 | K562-ABCB6 porphyrin accumulation, flow cytometry, 1 h; active compounds read low | fluorescence ratio to DMSO, % at 10 µM | 360,000 compounds, 0.19% hits | AID 602162;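 active means fluorescence ratio to DMSO below 75%, the collection mean minus 3 SD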;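 further: signal is porphyrin accumulated inside mitochondria; 100% equals median channel fluorescence of DMSO control wells; lower ratio means ABCB6 inhibition with less porphyrin fluorescence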
An asterisk follows results filed as active; . = no result given.

SMILES | PDI inh | MC4R barr agon | MC4R antag cAMP | HTR2A ag | Cardio protect | CaV13 FRET inh | Granule exo inh | ABHD5-PLIN5 inh | Glyco luc inh | ABCB6 inh MLPCN
O=C(N/N=C/c1cccs1)c1ccc(NC(=O)c2ccccc2Cl)cc1 | -11 | -3.0 | -7 | 2 | 20 | -4 | -2 | -2 | -5 | 95
CC(C)Cn1nc(-c2ccccc2)c2ccccc2c1=O | 4 | -1.2 | 3 | -2 | -4 | -6 | -9 | -2 | -2 | 103
S=C(Nc1ccccc1)N1CCN(c2ccc(N3CCOCC3)nn2)CC1 | -22 | -1.7 | 4 | -2 | 0 | -6 | 4 | 0 | 2 | 102
CSc1nnc(C2CCN(CC(=O)Nc3ccccc3N3CCOCC3)CC2)n1C(C)C | -11 | -2.5 | 9 | -3 | 5 | -2 | -10 | 5 | 10 | 98
COc1ccc(CNC(=O)C2CCN(S(=O)(=O)c3ccc(N4CCCC4=O)cc3)CC2)cc1 | -10 | 0.6 | 9 | 2 | -11 | -17 | 3 | 3 | -1 | 103
Cc1ccc(C(=O)COC(=O)CCNS(=O)(=O)c2ccccc2F)cc1 | -4 | 0.2 | 15 | -1 | 1 | -6 | 3 | 4 | 0 | 102
COC(=O)c1c(C)oc(C)c1S(=O)(=O)NCc1cccs1 | 5 | -1.9 | 10 | -5 | 5 | -20 | -5 | 1 | 0 | 98
Cc1nc(C(=O)NCCO)cc2c1[nH]c1ccccc12 | -1 | -2.3 | 3 | -5 | 1 | -2 | -6 | 3 | 4 | 95
CC(C)Oc1cccc(C(=O)C2CCCN(C(=O)c3ccc4c(c3)OCO4)C2)c1 (centres undefined) | -12 | -3.3 | 2 | -4 | -4 | -7 | -1 | -4 | -3 | 96
C#CCOc1ccc(/C=C2/C(=O)NN(c3ccccc3)C2=O)cc1OC | -5 | -0.7 | 11 | 0 | -7 | -7 | -6 | -5 | 3 | 97
Cc1ccc(NC(=O)CSc2nc3ccccc3c(=O)n2CCCC(=O)NCC2CCCO2)cc1 (centres undefined) | -1 | -3.0 | 13 | -1 | 6 | -3 | -1 | -1 | 1 | 101
C=CCOc1ccc(CN(C)CC(=O)Nc2ccc3c(c2)CCC3)cc1 | 5 | 5.7 | 6 | -5 | -18 | -1 | -1 | -1 | 0 | 96
O=C(NCc1ccccn1)c1ccc2ccccc2n1 | . | -1.4 | -2 | 3 | 11 | -4 | 4 | 7 | 3 | 86
COc1ccc(C(=O)Nc2c(N)nc[nH]c2=O)cc1 | 6 | -0.5 | 1 | -2 | 4 | -10 | -4 | 0 | -1 | 103
CCCCC1Cc2[nH]c(=S)[nH]c(=O)c2C(c2cccc3ccccc23)O1 (centres undefined) | . | . | . | 5 | . | -5 | 4 | 3 | . | 96
CSc1ccc(S(=O)(=O)N2CCC(C(=O)NCC3CCCO3)CC2)cc1 (centres undefined) | -4 | -1.8 | 7 | -7 | 0 | -4 | -4 | -7 | -1 | 97
N#Cc1cccc(N=Cc2c(O)ccc3ccccc23)c1 | -1 | 0.3 | 14 | 0 | 24 | -5 | 5 | -7 | 2 | 104
CCCCNc1c(-c2cccc(Sc3ccc(OC)cc3)c2)nc2ccccn12 | -2 | 14* | 28 | 24* | -27 | -6 | -3 | 6 | -4 | 93
Cc1cn(-c2ccccc2)c(C)c1/C=N\Nc1nc(N2CCOCC2)nc(N2CCOCC2)n1 | -6 | -1.2 | -5 | 1 | 16 | -17 | 1 | 1 | -4 | 101
O=C(NCCc1ccccc1)C1CCC(CNS(=O)(=O)c2ccccc2)CC1 (centres undefined) | -11 | 1.9 | 0 | 5 | -4 | -2 | 0 | 7 | -3 | 94
Cc1cccc(C(=O)Nc2nnc(SCC(=O)Nc3ccc4c(c3)oc3ccccc34)s2)c1 | 3 | 9.4* | 1 | 4 | -11 | -3 | -4 | 1 | 0 | 97
CCc1nnc(NC(=O)CCC(=O)N2CCN(c3cc(Cl)ccc3C)CC2)s1 | 1 | -1.7 | 10 | 1 | 10 | -2 | -2 | -5 | -1 | 89
Cc1ccc(O)c(C(=O)CC(=O)c2ccccc2Cl)c1 | -2 | 4.0 | 0 | -3 | 11 | -6 | -8 | -3 | -3 | 103
COc1cccc2cc(-c3csc(NC(=O)CCC(=O)NCCCN4CCC(C)CC4)n3)c(=O)oc12 | -10 | -0.5 | 11 | 4 | 0 | 0 | -7 | 1 | -17 | 96
O=C(CSc1nnc2ccccn12)NNC(=O)c1ccccc1F | -10 | 1.9 | 16 | 2 | -1 | -5 | -4 | 19 | 1 | 90
CN(CC(=O)Nc1ccc(F)cc1)C(=O)Cn1cnc2ccc(Cl)cc2c1=O | -5 | -1.0 | 6 | 0 | 8 | -3 | -13 | -4 | -1 | 97
Cc1ccc(S(=O)(=O)NCC(=O)N(CC(=O)NCc2ccccc2)CC2CCCO2)cc1 (centres undefined) | 9 | 1.8 | 0 | 1 | 2 | -5 | -2 | -2 | 1 | 94
CN(C)c1ccc(/C=N/Nc2cccc(C(=O)O)c2)cc1 | -2 | 1.3 | 20 | 4 | -4 | -18 | 6 | 1 | -9 | 106
COc1cc(C(=O)c2nccc3cc(OC)c(OC)cc23)c([N+](=O)[O-])cc1OC | -4 | -1.0 | -4 | 3 | -2 | -7 | 0 | -3 | 1 | 97
CCOc1ccc(CN2CCCN(C)CC2)cc1 | 5 | 0.2 | -1 | 2 | -4 | -7 | 2 | -3 | 1 | 102
CCOC(=O)C1(Cc2ccccc2C)CCCN(C(=O)c2ccc(C(C)=O)s2)C1 (centres undefined) | -2 | -0.8 | 8 | 0 | 5 | -4 | 2 | 1 | -1 | 101
CCCNc1nc2c(c(=O)[nH]c(=O)n2C)n1CCOc1ccccc1 | -10 | -1.6 | -1 | 2 | 2 | -4 | 2 | 2 | 4 | 94
O=C1CCCN1CN(C(=O)c1ccc2c(c1)OCO2)c1ccc(F)cc1 | 0 | -1.1 | 5 | 0 | -1 | -4 | -1 | -11 | 9 | 102
CC[C@H](C)C(C(=O)N1CCN(C(=O)OC(C)(C)C)CC1)n1cc(C(Cc2ccc(O)cc2)NC(=O)OC(C)(C)C)nn1 (some centres undefined) | 7 | 0.1 | 11 | -7 | 51* | -12 | -4 | -7 | -2 | 97
COc1ccc(-c2oc3c4c2C(=O)OCCOC4CCC3)cc1 (centres undefined) | . | . | . | 7 | . | -6 | -2 | -2 | . | 102
COc1ccc(-c2cc(N)n(S(=O)(=O)c3ccc(F)cc3)n2)cc1OC | -12 | 0.9 | 3 | -3 | -34 | -7 | 8 | -5 | -4 | 106
CC(C)NC(=O)Cn1nnc(-c2ccccc2)c1COc1ccc2ccccc2c1 | 7 | -0.9 | -1 | 10 | -5 | -5 | 0 | -2 | -1 | 86
COc1cccc(/C=N/NC(=O)C(=O)N2CCCC2)c1OC | -6 | 0.0 | 6 | 0 | 20 | . | -3 | 1 | 0 | 97
C[C@H](CO)N1C[C@H](C)[C@@H](CN(C)C(=O)Nc2ccccc2)Oc2ccc(NC(=O)NC3CCCCC3)cc2C1=O | 19 | -0.7 | -1 | -1 | 0 | -9 | 23 | -2 | 0 | 95
O=c1cc(-c2ccccc2)nc2n1Cc1ccccc1-2 | 6 | -2.4 | -1 | -1 | 5 | -7 | 6 | 10 | 1 | 90
CCOC(=O)c1nc(C)n(-c2ccc(Cl)cc2)n1 | 1 | -0.5 | -3 | -3 | 1 | -4 | -4 | 0 | 1 | 95
COc1ccc(C2C(C#N)=C(N)OC3=C2C(=O)CC(C)(C)C3)cc1Cn1cc([N+](=O)[O-])cn1 (centres undefined) | -4 | 1.9 | -8 | 6 | 0 | -19 | 3 | 11 | 1 | 97
CCc1nc2ccc(C(=O)NCc3ccc4c(c3)OCO4)cn2c1N(CC)CCOC | 8 | 0.3 | 8 | -8 | -3 | -7 | 0 | 3 | 0 | 103
COc1ccc(C2C(C#N)=C(N)Oc3cc(N)ccc32)cc1 (centres undefined) | 8 | -1.7 | 7 | 0 | -1 | -14 | -2 | 2 | 1 | 93
CCS(=O)(=O)Nc1cc(C(=O)OC)ccc1C(=O)OC | 14 | -0.2 | -3 | 7 | 0 | -8 | 2 | -2 | 1 | 101
CCCCNC(=O)c1ccc(N2CCOCC2)c(NS(=O)(=O)c2ccc(OC)cc2)c1 | 2 | -2.8 | 3 | -3 | -1 | -5 | 2 | 5 | -2 | 94
FC(F)(F)c1cnc(-c2cnc(-c3cccnc3)nc2)c(Cl)c1 | 0 | 1.6 | 7 | 3 | 28 | -2 | 1 | 6 | -1 | 109
CCOP(=O)(c1ccccc1)C(O)c1ccccc1 (centres undefined) | 0 | 0.3 | 11 | 0 | -3 | -18 | 5 | 4 | 1 | 102

Quoted from the results shown for reference:
SMILES | PDI inh | MC4R barr agon | MC4R antag cAMP | HTR2A ag | Cardio protect | CaV13 FRET inh | Granule exo inh | ABHD5-PLIN5 inh | Glyco luc inh | ABCB6 inh MLPCN
CCOC(=O)c1nc(C)n(-c2ccc(Cl)cc2)n1 | 1 | -0.5 | -3 | -3 | 1 | -4 | -4 | 0 | 1 | 95
COc1ccc(C2C(C#N)=C(N)OC3=C2C(=O)CC(C)(C)C3)cc1Cn1cc([N+](=O)[O-])cn1 (centres undefined) | -4 | 1.9 | -8 | 6 | 0 | -19 | 3 | 11 | 1 | 97

The results go on.
SMILES | PDI inh | MC4R barr agon | MC4R antag cAMP | HTR2A ag | Cardio protect | CaV13 FRET inh | Granule exo inh | ABHD5-PLIN5 inh | Glyco luc inh | ABCB6 inh MLPCN
O=C(O)CCCN1C(=O)C2C3CCC(C3)C2C1=O (centres undefined) | -3 | -0.2 | 18 | 0 | 0 | -6 | 8 | 0 | 0 | 99
COc1ccc(S(=O)(=O)NCc2cccnc2)c(Cl)c1Cl | -2 | -1.4 | 6 | 7 | -2 | -5 | 3 | 2 | -1 | 98
CC1CCN(CCCN2C(=O)C3C(C(=O)Nc4cccc(Cl)c4)C4C=CC3(O4)C2C(=O)NC2CCCCC2)CC1 (centres undefined) | 4 | 0.3 | 10 | -7 | -2 | -3 | 2 | -4 | -1 | 100
O=C(c1cn(CC(=O)N2CCCCC2)c2ccccc12)C1CC1 | 3 | 0.4 | 2 | 4 | -4 | -4 | -3 | -6 | 1 | 99
COc1ccc(-c2sc3ccc(OC)cc3c2C#Cc2ccccn2)cc1 | 13 | -2.7 | 15 | 0 | 9 | -5 | 5 | -8 | -2 | 101
CN1OC[C@@H]2CN(S(=O)(=O)c3cccc4ccccc34)[C@H](c3ccc(-c4cccnc4)cc3)C[C@@H]21 | -1 | 1.5 | 4 | -4 | 37 | -6 | 6 | 10 | 1 | 100
CC1C(=O)Nc2ccccc2N1C(=O)C1CC1 (centres undefined) | -4 | 0.9 | 1 | -1 | -4 | -5 | 7 | -6 | 1 | 72*
Cn1c(CC(=O)Nc2ccc(Cl)c(Cl)c2)nnc1SCC(=O)N1CCN(c2ccccc2)CC1 | -3 | -1.4 | 1 | 2 | -3 | -7 | -2 | 9 | -5 | 100
CC(Sc1nnnn1C)C(=O)NC(=O)NC1CCCCC1 (centres undefined) | -7 | -3.0 | 3 | 4 | -8 | 4 | 0 | 6 | 3 | 98

This is a random part of the collection, and some 4.2% of all compounds hit somewhere here.
